Bioassay records deposited in PubChem by several laboratories.
Vif inh: blocks HIV Vif function; inhibition, % at 7.49 µM; HEK293T cells, Vif self-association by quenched fluorescence, imaging, 24 h; AID 602346; hit rate 0.35% among 340,000; in the data active means inhibition above about 50%, passing the limit was not always enough; inconclusive means no clear call, values can overlap the other calls; inactive means below about 31%; further: some results filed as inactive read as strong as hits
MITF TRPM1 inh: inhibitors of MITF-driven TRPM1 promoter in melanoma cells | inhibition, % at 12.5 µM | hit rate 0.83% among 330,000 | SK-MEL-5 TRPM1 promoter luciferase, 24 h;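 active means mean inhibition across replicates of 60% or more, whatever share of single replicates reaches that level; inconclusive means some that reach 60%, reason not given; inactive means mean inhibition across replicates below 60%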; further: values of inactives mirror those of a sister screen read the other way
PDI inh: inhibitors of human protein disulfide isomerase; inhibition, % at 10 µM; AID 588391; hit rate 0.052% among 350,000; PDI insulin aggregation turbidity, A650, 90 min; P07237;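 active means mean inhibition across replicates of 30% or more, whatever share of single replicates reach that level; inconclusive means mean inhibition below 30% while every single replicate reaches 30%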;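 further: absorbance from insulin aggregation driven by PDI reduction with DTT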
Target sequence (P07237 whole entry, looked up): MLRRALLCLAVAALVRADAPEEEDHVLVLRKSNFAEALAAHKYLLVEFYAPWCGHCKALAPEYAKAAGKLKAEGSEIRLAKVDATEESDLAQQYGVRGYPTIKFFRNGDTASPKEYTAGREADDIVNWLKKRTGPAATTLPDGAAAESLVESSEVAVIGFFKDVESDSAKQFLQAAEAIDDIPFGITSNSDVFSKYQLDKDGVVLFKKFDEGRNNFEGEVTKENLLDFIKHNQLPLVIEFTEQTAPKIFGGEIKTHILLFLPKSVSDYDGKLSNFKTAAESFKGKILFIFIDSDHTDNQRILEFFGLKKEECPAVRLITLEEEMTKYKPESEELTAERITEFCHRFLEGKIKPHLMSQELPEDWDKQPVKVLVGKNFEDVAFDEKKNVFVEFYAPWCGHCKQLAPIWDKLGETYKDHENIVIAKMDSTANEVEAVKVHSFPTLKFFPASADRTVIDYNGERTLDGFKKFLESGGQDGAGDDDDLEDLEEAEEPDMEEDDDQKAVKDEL
NR2E3 ag-1: activates human photoreceptor nuclear receptor NR2E3 | Q9Y5X4 | GST-NR2E3/biotin-RetCOR TR-FRET, 1536-well | inhibition of corepressor binding, % at 4.78 µM | hit rate 0.12% among 320,000 | AID 2300;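 active means percent inhibition above the cutoff of mean plus 3 SD of all tested compounds, set per screening campaign, cut at about 20% in these data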;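 further: 0% = DMSO wells and 100% = biotin wells as full block of FRET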
Target sequence (Q9Y5X4 whole entry, looked up): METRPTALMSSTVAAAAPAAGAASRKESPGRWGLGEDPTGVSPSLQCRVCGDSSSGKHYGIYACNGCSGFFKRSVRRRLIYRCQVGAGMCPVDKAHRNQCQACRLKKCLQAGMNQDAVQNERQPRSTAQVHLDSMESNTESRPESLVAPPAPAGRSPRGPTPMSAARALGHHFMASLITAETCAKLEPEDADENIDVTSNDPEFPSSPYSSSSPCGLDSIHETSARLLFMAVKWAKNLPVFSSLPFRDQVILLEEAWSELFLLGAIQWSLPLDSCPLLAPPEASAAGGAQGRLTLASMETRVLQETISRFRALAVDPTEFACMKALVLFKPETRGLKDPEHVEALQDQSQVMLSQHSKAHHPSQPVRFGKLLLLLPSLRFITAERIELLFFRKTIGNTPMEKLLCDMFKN
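system = GST-tagged NR2E3 plus biotinylated RetCOR corepressor | input = 1.35 nM GST-NR2E3 | also added = 7 nM biotin-RetCOR | schedule = 5 h incubation at 4 °C | measured by = TR-FRET with europium anti-GST and streptavidin-D2, 340 nm excitation | read-out = percent loss of FRET ratio relative to control wells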
hiPSC survival: enhancers of human iPSC single-cell survival; hiPSC single-cell survival, ATPlite luminescence; 100% = ROCK inhibitor wells, 0% = DMSO; survival enhancement, % at 20 µM; hit rate 0.044% among 360,000; AID 602274; in the data active means survival enhancement above about 18%;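 further: cells exposed to compounds for 16 hours before the ATP read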
HIF-2a inh: inhibitors of HIF-2a; AID 624352; hit rate 0.72% among 360,000; 786-0 RCC cells HIF-2a reporter, luciferase luminescence, overnight; inhibition, % at 18.8 µM;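 active means inhibition of the luminescence signal of 40% or more relative to plate controls, in a single-dose primary screen at 18.75 µM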
aDG glyco up: alpha-DG glycosylation activation; activation, % at 10 µM; hit rate 0.22% among 360,000; Pro5-aDG cells, alpha-DG glycosylation AlphaScreen (IIH6); 0% Pro5, 100% B10-LARGE cell signal; AID 624168;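 active means activation of at least 8% versus controls, or a plate z-score of at least 8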;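 further: Pro5 are CHO cells carrying HIG-tagged alpha-DG that lacks glycosylation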
Exocytosis inh: blocks lytic granule exocytosis | AID 651702 | TALL-104 LAMP-1 surface exposure, flow cytometry; cells stimulated with thapsigargin and PMA | inhibition, % at 10 µM | hit rate 0.66% among 360,000;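 active means inhibition above about 55%, limit read from the data; inconclusive means no clear call, values can overlap the other calls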
NR2E3 ag-2: human photoreceptor-specific nuclear receptor agonism | Q9Y5X4 | CHO-S Gal4-NCOR/VP16-NR2E3 two-hybrid, luciferase | inhibition of corepressor binding, % at 3.98 µM | AID 602229 | hit rate 0.35% among 360,000;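 active means inhibition above the mean of all tested compounds plus 3 SD, cut at about 70% in these data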;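 further: 0% = DMSO with NR2E3 transfected cells and 100% = cells lacking NR2E3 construct; higher means lower luciferase signal from less NR2E3 corepressor binding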
Peg3 prom inh: reduces Peg3 promoter-driven luciferase expression in HeLa; HeLa PEG-Prom luciferase reporter, luminescence, overnight; inhibition, % at 20 µM; hit rate 1.7% among 360,000; AID 588405;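 active means inhibition of at least 50% at 20 µM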
CaV13 FRET inh: Disruptors of the CACNA1D IQ motif to Ca2+-dependent inactivation inhibitor domain association, primary screening, Förster resonance energy transfer in intact living … | HEK cells, CFP/YFP FRET ICDI-IQ, plate reader, 10 min; percent FRET-ratio fall versus neutral wells | inhibition, % at 12.3 µM | hit rate 0.098% among 340,000 | AID 743397;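 active means mean replicate inhibition of at least 30% and at least 1% of replicates passing that level; inconclusive means only one of the two criteria is met; inactive means neither criterion is met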;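 further: 0% = median of the neutral control wells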
Starred values were filed as active, the others as inactive; ? = inconclusive; nt = no result given; & = joins results of further samples.

SMILES	Vif inh	MITF TRPM1 inh	PDI inh	NR2E3 ag-1	hiPSC survival	HIF-2a inh	aDG glyco up	Exocytosis inh	NR2E3 ag-2	Peg3 prom inh	CaV13 FRET inh
Cc1cc(C)n(-c2nnc(C)n2NS(C)(=O)=O)n1	-6	0	0	1	1.8	5	0.0	-3	4	3	-5
CC1=C(C(=O)N(C(C)C)C(C)C)CC(CC(=O)NCCN2CCOCC2)C(=O)N1Cc1ccccc1 (stereo unspecified)	-1	nt	-1	nt	-1.6	12	0.1	-1	-31	-4	-5
Cc1cc(C)n(CC(=O)c2ccc(Br)cc2)c(=O)c1C#N	1	1	7	-2	-0.6	7	-0.1	-2	12	6	-12
COc1ccc(C(C)=O)cc1CSc1nnc(-c2ccc(Cl)cc2)n1-c1ccccc1	5	31	-7	2	-2.4	41*	0.4	73*	-10	29	-4
Cc1nnc(SCc2nc(N)nc(Nc3ccccc3)n2)s1	0	-22	12	-3	-3.1	-82	0.0	0	17	-56	-4
Cc1ccc(/C(N)=N/OC(=O)c2cccc(Cn3cc(C(F)(F)F)ccc3=O)c2)cc1	0	-14	2	1	0.1	-26	0.4	-1	-8	11	-4
CC(C)(C)C(=O)Nc1nnc([C@H]2C[C@H](O)[C@@H](CO)O2)s1	-1	nt	3	nt	-0.5	11	-0.4	1	3	3	-5
C/C(=N/NS(=O)(=O)c1ccc(C)cc1)c1c[nH]c2ccccc12	27	3	5	nt	-0.4	15	-0.4	2	0	5	nt
COc1cccc(CNc2cccc3cccnc23)c1O	-3	8	0	3	-2.3	-54	0.0	5	-46	-113	-8
Cc1ccc(CCNC(=O)C23CN(Cc4ccccc4)CC2C(c2ccc([N+](=O)[O-])cc2)=NO3)cc1 (stereo unspecified)	-3	-2	6	-4	0.6	2	-0.3	0	-16	9	-4
CCCC(=O)Nc1ccc2c(c1)nc1n2CCN(CCOC)C1	nt	-3	-13	nt	-0.2	13	0.1	-8	-17	4	nt
CCC(Sc1nc2ccsc2c(=O)n1-c1ccc(Cl)c(C)c1)C(=O)NCc1ccco1 (stereo unspecified)	30	8	-1	0	0.4	26	-0.2	6	-14	13	-8

The last 2 entries of the section above come first, to join the parts:
SMILES	Vif inh	MITF TRPM1 inh	PDI inh	NR2E3 ag-1	hiPSC survival	HIF-2a inh	aDG glyco up	Exocytosis inh	NR2E3 ag-2	Peg3 prom inh	CaV13 FRET inh
CCCC(=O)Nc1ccc2c(c1)nc1n2CCN(CCOC)C1	nt	-3	-13	nt	-0.2	13	0.1	-8	-17	4	nt
CCC(Sc1nc2ccsc2c(=O)n1-c1ccc(Cl)c(C)c1)C(=O)NCc1ccco1 (stereo unspecified)	30	8	-1	0	0.4	26	-0.2	6	-14	13	-8
O=C(CCN1C(=O)c2ccccc2C1=O)C1=NN[C@@H]2C(=O)N(c3cccc(F)c3)C(=O)[C@H]12	2	-4	-2	-1	2.8	12	0.0	2	-23	-7	-3
COc1cccc(CNC(=O)C(C)n2nc(C)n3c(cc4occc43)c2=O)c1 (stereo unspecified)	-1	0	2	-2	-0.2	13	-0.1	1	-1	17	-2
CC(C)N(C(=O)CN1CCC(c2nc3ccccc3[nH]2)CC1)C(C)C	17	-4	-1	1	0.1	8	-0.2	-3	7	5	-2
CC(=O)Nc1ccc(S(=O)(=O)NCc2csc(C)n2)cc1	-2	8	-15	-1	-0.3	2	0.2	-2	-24	1	-2
CC(C)CNS(=O)(=O)c1ccc(OCC(=O)Nc2ccc(F)cc2F)cc1	-2	5	-9	-2	-0.7	13	0.2	-3	-1	16	-5
COC(=O)C1CCN(C(=O)CN(C)Cc2ccc(C(C)(C)C)cc2)CC1	15	4	8	-1	-0.3	0	0.2	3	8	8	-4
CCOC(OCC)P(=O)(C(C)C)C(C)C	4	-9	1	2	0.9	14	-0.3	0	-9	13	-5
COc1ccc(N2C(=O)C(Cl)=C(N3CCOCC3)C2=O)cc1	1	5	0	4	-0.6	20	0.0	0	-1	-4	-5
COc1ccc(-c2[nH]ncc2/C=N/NC(=O)c2cccc([N+](=O)[O-])c2)cc1OC	26	10	-3	3	-2.4	14	-0.4	-3	-26	5	-17
O=C1CC(NS(=O)(=O)c2cccnc2)CN1c1ccc(Cl)cc1 (stereo unspecified)	0	1	0	-3	0.3	13	0.0	0	-12	-2	-4
COc1ccc(C(=O)C2CCCN(Cc3cc(C)c(O)c(C)c3)C2)c(OC)c1 (stereo unspecified)	-2	6	17	0	0.6	15	-0.1	38	-6	7	-5
CC1CCN(C(=O)CSc2nnc(-c3ccncc3)n2C)CC1	-7	0	-5	0	-0.5	11	0.1	-2	-20	0	-3
CCc1ccc(OCC(=O)NNC(=O)c2c(CC)noc2C)cc1	14	5	9	-1	-0.4	6	-0.1	-2	-18	-6	-6
CN(Cc1ccc(Cl)cc1Cl)C(=O)CN1C(=O)NC2(CCCC2)C1=O	nt	3	0	3	0.0	3	-0.1	-2	11	0	-1
C/C(N)=C(/C#N)C(=O)CSc1nnc(Cc2ccccc2F)n1N	0&2	7&-6	0&2	2	-2.3&1.5	4&9	-0.2&-0.2	-4&0	-20&-7	17&-7	-15
CC(C)Oc1ccc(F)cc1-c1cc(C(=O)Nc2ccccc2)[nH]n1	0	nt	-4	nt	-2.9	-62	0.5	-1	-30	-15	-10
CC1Cc2ccccc2N1S(=O)(=O)c1cccc(C(=O)N2Cc3ccccc3CC2C(N)=O)c1 (stereo unspecified)	-5	12	1	2	0.0	17	0.0	-1	-7	14	-18
COc1ccc([N+](=O)[O-])cc1COc1ccc2c(-c3ccccc3)cc(=O)oc2c1	3	-8	-6	-1	-3.8	17	0.1	-2	-18	16	-2
COc1ccccc1-c1noc(-c2ccncc2)n1	4	-37	-9	-4	-1.1	-158	-0.1	2	-81	-179	nt
COC(=O)C1=C(C)N(Cc2ccccc2)C(=NCc2ccc3c(c2)OCO3)N[C@H]1c1ccccc1	-5	-4	-3	nt	-1.8	-9	0.6	-1	-9	6	-8
C[C@@H]1O[C@@H](O[C@@H]2[C@@H](O)[C@H](OCCc3ccc(O)c(O)c3)O[C@H](CO)[C@H]2OC(=O)/C=C/c2ccc(O)c(O)c2)[C@H](O)[C@H](O)[C@H]1O	-4	-9	8	nt	-1.4	12	0.0	0	-44	14	-5
c1ccc2c(c1)CC1(CCCC1)n1nnnc1-2	10	-1	4	1	1.0	-1	-0.2	2	-11	27	-9
COc1ccc(/C=C/C(=O)C(C)(C)C)cc1OC	-1	1	9	nt	0.0	-12	0.0	-14	1	83*	-18
Cn1cc(/C=C/c2cc[n+](C)cc2)c2cc(F)ccc21	nt	38	9	-11	-0.3	12	-0.1	-12	-30	19	nt
COc1cc(/C=C/C(=O)Nc2cccc(S(=O)(=O)NC3=NCCCCC3)c2)ccc1OCC#N	6	-7	-4	-3	-0.2	-19	0.5	1	32	-7	-4
COC(=O)c1nnn(CC(=O)NC(=O)Nc2cccc(C)c2C)c1C(=O)OC	?	8	-11	4	1.1	11	-0.2	-1	1	11	-7
Cc1cc(C)n(CC(O)CN2c3ccccc3Sc3ccccc32)n1 (stereo unspecified)	-6	14	-2	4	0.4	24	-0.2	13	-11	25	-5
COc1cc(/C=N/N=C/c2cc(OC)c(O)c(OC)c2)cc(OC)c1O	0	11	-5	2	0.1	18	-0.1	0	-7	12	-5
O=C(c1ccco1)N1CCN(c2ccc(S(=O)(=O)N3CCCC3)cc2)CC1	-1	-4	4	0	-2.3	-52	0.0	-5	18	2	-8
CC(C)(CC(=O)O)CC(=O)N1CCCN(c2nc3ccc(Cl)cc3s2)CC1	-2	6	2	1	-0.5	3	0.1	-4	3	6	-5
Cc1cc(S(=O)(=O)N2CCCCC2CCNC(=O)C(=O)NCC2CCCO2)ccc1F (stereo unspecified)	3	8	-3	-1	-0.4	9	0.0	-12	4	4	-13
CCN(CC)CCN1CCN(c2cncc(-c3ccc4ccccc4c3)n2)CC1	4	nt	3	nt	-7.5	-21	-0.1	16	-13	71*	-6
Cc1ccc(S(=O)(=O)NCC(=O)OCC(=O)Nc2ncc(Cl)cc2Cl)cc1	1	2	-18	0	-2.3	-3	1.6	-1	-6	11	-4
COc1ccc(NC(=O)CSCC(=O)Nc2cc(Cl)ccc2N2CCOCC2)cc1	-4	-12	1	2	0.5	4	0.2	5	9	1	-6
CCn1nnc(NC(=O)c2cccnc2Cl)n1	18	5	-8	1	0.6	6	0.0	0	-7	-2	1
CCn1cc(CN2CCN(CCC(C)C)C(CCO)C2)c2ccccc21 (stereo unspecified)	18	-7	-2	-3	-0.7	13	-0.1	10	-7	30	-5
CC(NC(=O)CN(c1cccc(C(F)(F)F)c1)S(C)(=O)=O)c1ccccc1 (stereo unspecified)	-7	-14	14	4	0.0	8	0.1	5	-23	11	3
CCN1CCCC(OC(=O)c2cc(-c3ccccc3Cl)nc3ccccc23)C1 (stereo unspecified)	nt	-2	-2	0	0.7	13	-0.1	0	2	1	-15

Filtered by structure, those above containing fluorine
SMILES	Vif inh	MITF TRPM1 inh	PDI inh	NR2E3 ag-1	hiPSC survival	HIF-2a inh	aDG glyco up	Exocytosis inh	NR2E3 ag-2	Peg3 prom inh	CaV13 FRET inh
Cc1ccc(/C(N)=N/OC(=O)c2cccc(Cn3cc(C(F)(F)F)ccc3=O)c2)cc1	0	-14	2	1	0.1	-26	0.4	-1	-8	11	-4
O=C(CCN1C(=O)c2ccccc2C1=O)C1=NN[C@@H]2C(=O)N(c3cccc(F)c3)C(=O)[C@H]12	2	-4	-2	-1	2.8	12	0.0	2	-23	-7	-3
CC(C)CNS(=O)(=O)c1ccc(OCC(=O)Nc2ccc(F)cc2F)cc1	-2	5	-9	-2	-0.7	13	0.2	-3	-1	16	-5
C/C(N)=C(/C#N)C(=O)CSc1nnc(Cc2ccccc2F)n1N	0&2	7&-6	0&2	2	-2.3&1.5	4&9	-0.2&-0.2	-4&0	-20&-7	17&-7	-15
CC(C)Oc1ccc(F)cc1-c1cc(C(=O)Nc2ccccc2)[nH]n1	0	nt	-4	nt	-2.9	-62	0.5	-1	-30	-15	-10
Cn1cc(/C=C/c2cc[n+](C)cc2)c2cc(F)ccc21	nt	38	9	-11	-0.3	12	-0.1	-12	-30	19	nt
Cc1cc(S(=O)(=O)N2CCCCC2CCNC(=O)C(=O)NCC2CCCO2)ccc1F (stereo unspecified)	3	8	-3	-1	-0.4	9	0.0	-12	4	4	-13
CC(NC(=O)CN(c1cccc(C(F)(F)F)c1)S(C)(=O)=O)c1ccccc1 (stereo unspecified)	-7	-14	14	4	0.0	8	0.1	5	-23	11	3
